Bioassay records deposited in PubChem BioAssay by several laboratories.
5HT1E antag: 5-HT1E receptor antagonists, primary screen, cell-based, HTS; inhibition, % at 6 µM; 65,000 compounds, 0.99% hits; CHO 5-HT1E Ga15 NFAT-bla reporter, FRET, antagonist; 5-hydroxytryptamine receptor 1E (Homo sapiens), P28566;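 active means inhibition above a set limit, the mean inhibition across every tested compound plus 3 SD, cut at about 29% in these data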;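 further: signal is the 460 over 535 nm emission ratio of beta-lactamase substrate; 0% = agonist plus DMSO wells and 100% = wells without agonist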
S1P3 ag: human S1P3 receptor agonists, primary screen, cell-based, primary and confirmation, NFAT-BLA reporter; S1P3 NFAT-BLA reporter cells, agonism, FRET ratio; relative to 1 µM S1P, basal subtracted; 60,000 compounds, 0.1% hits; activation, % at 4.5 µM;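 active means activation above the screen-wide mean plus 3 SD, cut at about 4.5% in these data, passing the limit was not always enough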; further: some compounds called inactive have numbers as strong as hits
Target sequence (Q99500 whole entry, looked up): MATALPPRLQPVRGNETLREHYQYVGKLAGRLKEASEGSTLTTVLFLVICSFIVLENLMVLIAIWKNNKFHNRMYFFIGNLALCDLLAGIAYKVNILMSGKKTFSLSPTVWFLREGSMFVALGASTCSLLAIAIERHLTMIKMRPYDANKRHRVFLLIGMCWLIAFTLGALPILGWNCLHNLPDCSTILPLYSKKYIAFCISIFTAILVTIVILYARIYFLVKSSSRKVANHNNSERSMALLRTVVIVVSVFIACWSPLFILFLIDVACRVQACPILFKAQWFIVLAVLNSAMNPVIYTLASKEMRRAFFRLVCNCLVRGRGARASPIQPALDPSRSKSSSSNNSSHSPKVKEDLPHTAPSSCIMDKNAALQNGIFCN
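Benchmarks: high control 1 µM S1P / System: stable CHO line with human S1P3, Gα16, NFAT-BLA reporter / Dosing: single compound concentration, 4.5 µM final / Timing: 4 h compound at 37 °C, 2 h substrate at RT / Measured by: FRET β-lactamase substrate fluorescence, excitation 405 nm, 460/535 nm emission ratio, background-subtracted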
S1P1 ag pot: S1P1 agonists and agonism potentiators, primary screen, cell-based, primary and confirmation screens, CRE-bla reporter. Sphingosine 1-phosphate receptor 1 (Homo sapiens), P21453. S1P1 CRE-bla cells, forskolin, beta-lactamase FRET, potentiator mode; S1P1 agonist co-added at EC20, 2 nM; 100% = saturating reference agonist, 0% = basal. activation, % at 9.5 µM. 56,000 compounds, 0.57% hits. AID 449, 2006;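 active means activation above a cutoff set at the mean activation of all tested compounds plus 3 SD, cut at about 54% in these data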;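 further: forskolin at 4 µM as EC80 and the EC20 agonist is SEW2871; 100% = SEW2871 at its EC100 plus forskolin at EC80; some compounds past the cut are filed as inactive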
HEK293 NFkB inh: inhibitors of PMA/ionomycin-induced NF-kB reporter, primary screen, antigen receptor NF-kB inhibitor project, cell-based, HEK-293 luciferase reporter, luminescence; HEK-293 NF-kB luciferase reporter; inhibition, % at 3 µM; 62,000 compounds, 0.21% hits; AID 465, 2006;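 active means inhibition above the mean of all tested compounds plus 3 SD, cut at about 40% in these data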;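 further: 0% = stimulated DMSO wells and 100% = 10 µM reference inhibitor 5653914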
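System – HEK-293 cells with stable firefly luciferase reporter driven by four HIV NF-kB elements · Doses – one dose, 3 µM · Schedule – 1 h compound pre-incubation, 16 h PMA/ionomycin at 37 °C · Technique – luminescence from luciferase substrate reagent · Measure – percent inhibition normalized per plate to DMSO and reference-inhibitor controls · Replicates – tested once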
M1 agonist: M1 muscarinic receptor agonists, primary screen, CHO-M1 cells, Fluo-4 calcium, agonist mode | Muscarinic acetylcholine receptor M1 | Fluo-4 calcium fluorescence; stronger effect = higher value | B-score at 10 µM | 64,000 compounds, 3% hits;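 active means fluorescence rise, raw or as B-score row- and column-corrected plate score, outside the 99.7% band of its plate's samples, either direction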
Jurkat tox 60K: cytotoxicity toward Jurkat T cells, primary screen, cytotoxicity control, cell-based, Jurkat E6.1, 60K MLSMR library | 56,000 compounds, 1.2% hits | inhibition, % at 4 µM | Jurkat E6.1 viability, ATP luminescence, 48 h | AID 463, 2006;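 active means inhibition above the mean inhibition of all tested compounds plus 3 SD, cut at about 28% in these data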
5HT1E ag: 5-HT1E receptor agonists, primary screen, cell-based, HTS | 5-hydroxytryptamine receptor 1E (Homo sapiens), P28566 | CHO 5-HT1E Ga15 NFAT-bla reporter, FRET; 0% DMSO wells, 100% control agonist wells | activation, % at 6 µM | 65,000 compounds, 0.69% hits | AID 574, 2007;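 active means activation above a set limit, the screen-wide mean activation plus 3 SD, cut at about 8.5% in these data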;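 further: 100% = positive control agonist at 1 µM giving full maximal response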
M1 antag: antagonists of rat M1 muscarinic receptor; CHO-M1 cells, Fluo-4 calcium, ACh EC80 antagonist mode; stronger effect = lower value; 64,000 compounds, 3.4% hits; B-score at 10 µM; AID 628, 2007;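 active means calcium fluorescence response, raw or row-and-column corrected B-score, differing from the plate sample mean either way at a set confidence level, mostly lower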
Target sequence (P08482 whole entry, looked up): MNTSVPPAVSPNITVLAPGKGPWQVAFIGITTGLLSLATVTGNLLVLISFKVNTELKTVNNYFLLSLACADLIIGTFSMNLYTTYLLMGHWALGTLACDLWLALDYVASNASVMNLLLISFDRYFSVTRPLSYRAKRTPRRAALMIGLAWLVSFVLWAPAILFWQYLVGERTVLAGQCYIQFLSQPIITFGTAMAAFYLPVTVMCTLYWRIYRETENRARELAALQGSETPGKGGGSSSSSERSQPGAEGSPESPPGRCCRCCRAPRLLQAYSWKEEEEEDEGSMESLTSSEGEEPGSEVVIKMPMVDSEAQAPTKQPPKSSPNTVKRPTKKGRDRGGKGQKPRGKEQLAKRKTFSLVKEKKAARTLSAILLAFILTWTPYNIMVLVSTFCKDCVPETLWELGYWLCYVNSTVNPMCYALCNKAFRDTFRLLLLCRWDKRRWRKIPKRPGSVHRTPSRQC
Her2 expr inh: inhibitors of Her2 protein expression, primary screen, SKBR-3 cells, AlphaScreen, 66K library; SKBR-3 HER2 protein level, 18-24 h; stronger effect = lower value; HER2 level % of control, % at 10 µM; 65,000 compounds, 0.69% hits; AID 645, 2007;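 active means HER2 level under 5% of the carrier-only control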;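 further: 100% = DMSO carrier and 0% = 500 nM PU-H71 HSP90 inhibitor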
Active calls of the source: *; x = not tested or not shown.

SMILES | 5HT1E antag | S1P3 ag | S1P1 ag pot | HEK293 NFkB inh | M1 agonist | Jurkat tox 60K | 5HT1E ag | M1 antag | Her2 expr inh
CCCn1c(SCC(=O)NCC2CCCO2)nc2c1c(=O)n(C)c(=O)n2C (centres undefined) | -4 | -0.5 | -15 | 16 | 0.54 | 2 | 0.0 | -0.0097 | 90
Cn1c(=O)oc2cc(S(=O)(=O)NCCC(=O)Nc3ccc4c(c3)OCCO4)ccc21 | 9 | -0.9 | 8 | 19 | 0.18 | 10 | 0.0 | 0.81 | 117
COc1cccc(NC(=O)CN(c2ccc(C)cc2)S(=O)(=O)c2c(C)nn(C)c2C)c1 | -9 | 1.3 | -13 | -4 | 2.3 | 5 | 0.0 | 0.3 | 69
O=C1CC(N2CCC(c3nc4ccccc4s3)CC2)C(=O)N1 (centres undefined) | -9 | -1.2 | -10 | -3 | 0.048 | -4 | 0.1 | -1.7* | 79
O=C(CSc1nnc(-c2ccccc2F)o1)OCc1ccccc1 | 0 | -0.5 | 2 | 1 | 0.63 | 1 | -0.3 | 0.38 | 95
Fc1cccc(CSc2ncnc3c2oc2ccccc23)c1 | 2 | 0.8 | -38 | 3 | 0.15 | -6 | 1.0 | 0.8 | 84
CN(C)S(=O)(=O)c1ccc(C(=O)N2CCC(c3nc4ccccc4o3)CC2)cc1 | 5 | -1.7 | 10 | 16 | -0.17 | 12 | -0.2 | -1 | 116
[O-][n+]1c2ccc3nonc3c2nn1-c1ccccc1Cl | -42 | -0.1 | -4 | 22 | -0.4 | 3 | 0.9 | -0.3 | 138
CCCS(=O)(=O)c1c(S(=O)(=O)CCC)c2c(N)cccn2c1C(=O)c1ccc(F)cc1 | 9 | -2.0 | 1 | 23 | 0.14 | 14 | -0.2 | 1.3 | 59
Cc1ccc(S(=O)(=O)N(CC(O)CN2CCCC2)c2ccccc2)cc1 (centres undefined) | 11 | -0.5 | 2 | 2 | 0.013 | 1 | 2.3 | -0.73 | 97
Cc1ccc(-c2csc(N3CCC(NS(=O)(=O)c4ccc5c(c4)OCCO5)CC3)n2)cc1 | -1 | -1.0 | 107* | 21 | 2.5 | 11 | 6.3 | -0.32 | 86
CSc1ccc2nnc(-c3cccc(F)c3)n2n1 | 6 | 0.8 | -20 | 12 | 1 | -6 | -0.5 | -0.09 | 115
CCCCn1c(=O)c(C(=O)OCC)c(O)c2ccccc21 | 12 | -0.5 | -6 | 4 | 0.48 | 0 | -0.2 | 0.65 | 76
CCOC(=O)C1=C(CS(=O)(=O)c2ccc(F)c(C)c2)NC(=O)NC1c1ccc(O)c(O)c1 (centres undefined) | 0 | 0.4 | 7 | 4 | 0.24 | -6 | 0.4 | -1 | 78
CCOC(=O)COc1ccc2cc(C(=O)OCC)c(=O)oc2c1 | -2 | -0.2 | -10 | -6 | -0.32 | -2 | -0.4 | 0.12 | 92
COc1ccc2cc(CN(CC3COCCO3)S(=O)(=O)c3ccccc3)c(=O)[nH]c2c1 (centres undefined) | -4 | -0.8 | -2 | 20 | 0.0011 | 7 | -0.5 | 0.11 | 165
COc1ccc(S(=O)(=O)Nc2nnc(C(C)C)s2)cc1 | 9 | -1.1 | -6 | 8 | 0.064 | -4 | 0.0 | 0.064 | 92
Cc1sc2ncnc(NCCCn3ccnc3)c2c1C | -4 | -0.5 | -31 | 2 | -0.5 | 5 | 0.6 | -0.75 | 94
CCCCNC(=O)c1sc2nc(C)cc(COC)c2c1-n1cccc1 | 8 | -1.3 | 6 | 10 | 1.8 | 4 | 0.3 | 0.11 | 77
COc1ccccc1-c1c(C)oc2c(CN3CCN(CCO)CC3)c(O)ccc2c1=O | 3 | -1.0 | -11 | 3 | 1.4 | 5 | 0.4 | 0.4 | 99
CC(=O)Nc1ccc(C(=O)CSc2nnc(Cn3nnc4ccccc43)n2C)cc1 | -8 | 0.5 | -9 | 27 | -0.073 | -8 | -0.3 | -0.35 | 113
CC(=O)Oc1ccc(C(=O)O)cc1OC(C)=O | -7 | 0.3 | -12 | 12 | -0.51 | -1 | 0.2 | 1 | 133
COC(=O)c1c(N)n(-c2cc(OC)cc(OC)c2)c2nc3ccccc3nc12 | 8 | -0.8 | -4 | 15 | -1.4 | 4 | -0.1 | -0.035 | 75
CC1Cc2ccccc2N1C(=O)CCNS(=O)(=O)c1cccc2nsnc12 (centres undefined) | -10 | -0.8 | 3 | 7 | 2.7* | 9 | -0.8 | -0.04 | 114
Cc1ccc(-c2cc(C(F)(F)F)c(C#N)c(SCCC#N)n2)o1 | -7 | 5.8 | x | 10 | 0.36 | -9 | 5.7 | 0.51 | 81
O=c1c2[nH]c3cccc(Cl)c3c2ncn1Cc1ccncc1 | -4 | 0.1 | -17 | 7 | 0.053 | -2 | 0.7 | -0.52 | 68
CCOC(=O)C1(Cc2ccc(O)cc2)NC(c2ccccc2F)C2C(=O)N(C)C(=O)C21 (centres undefined) | -2 | -1.1 | 6 | 7 | -0.87 | 1 | 0.7 | -0.25 | 91
Cc1ccc(OCCNS(=O)(=O)c2cccs2)cc1 | 6 | -0.1 | -13 | -4 | -0.46 | -6 | -0.5 | -0.21 | 120
CC(C)CCNC(=O)CN(C)S(=O)(=O)c1cccc2nsnc12 | -12 | -1.3 | -9 | 6 | -0.23 | 2 | -0.2 | 0.45 | 86
CC1(C)CC(=O)C(CC2=C(O)CC(C)(C)CC2=O)C(=O)C1 | -8 | 0.7 | -8 | 12 | -0.38 | -2 | 0.1 | 0.37 | 73
CCn1c(=N)n(CC(=O)c2cccc(OC)c2)c2ccccc21 | 5 | -0.9 | -1 | -6 | -0.83 | 4 | 0.2 | -6.6* | 81
Cc1ccc2c(CC(=O)O)coc2c1C | 18 | x | x | 6 | -1.7 | x | -1.4 | -1.1 | x
Cc1ccc(-c2nn(-c3ccccc3)c3[nH]c(=O)c(CNCCN(C)C)cc23)cc1 | -5 | 0.1 | 14 | 1 | 0.56 | -1 | 0.3 | 0.12 | 60
CCc1ccccc1N1CSC2=C(C#N)C(c3cc(OC)c(OC)cc3OC)CC(=O)N2C1 (centres undefined) | -2 | -1.4 | 11 | 14 | 0.051 | 3 | -0.9 | -0.22 | 20
O=C1NC2(CCCc3ccccc32)C(=O)N1Cc1nnc(-c2ccccc2Br)o1 (centres undefined) | 2 | -0.2 | -10 | 10 | 1.4 | -7 | 0.6 | -0.83 | 120
O=C1CN(C(=O)CSc2nnc(-c3ccccc3)n2Cc2ccc3c(c2)OCO3)c2ccccc2N1 | 5 | -0.1 | -29 | -28 | -0.17 | -2 | -1.1 | -0.63 | 115
O=C(CCS(=O)(=O)c1cccc2nsnc12)N1CCN(C(=O)c2ccco2)CC1 | -10 | x | x | 9 | 0.83 | x | -1.4 | -2 | 290
CCOC(=O)c1nnc(-c2ccccc2)o1 | 1 | 2.7 | -25 | 6 | 0.21 | -10 | 1.4 | 0.086 | 107
CC(=O)N1CCc2cc(S(=O)(=O)CCC(=O)NCc3cccs3)ccc21 | -9 | -1.3 | -19 | 18 | -0.41 | 0 | 0.3 | -1.1 | 114
COc1ccc(-c2nc(C#N)c(NC(C)c3ccccc3)o2)cc1OC (centres undefined) | 24 | 0.4 | -93 | 2 | 0.15 | 1 | 0.1 | 0.23 | 76
CCCCC(=O)Nc1nn(CCC)c2nc3ccccc3cc12 | 13 | -0.8 | -19 | 14 | 0.21 | 0 | 0.5 | -0.12 | 106
CC(=O)Nc1ccc(NC(=O)CSC2=NCCS2)cc1 | -5 | -0.5 | -1 | 3 | -0.45 | -6 | -0.1 | -1.5 | 82
CCCCNC(=O)c1cc2c(=O)n3cccc(C)c3nc2n(Cc2ccccc2)c1=N | -5 | 0.9 | -33 | 1 | x | -4 | 1.7 | x | 73
COc1ccccc1CNC(=O)N[C@@H](Cc1ccccc1)C(=O)O | -11 | -0.5 | -25 | 7 | 0.91 | 0 | -0.7 | 0.34 | 104
Cc1noc(C)c1C(=O)OCC(=O)NCCC1=CCCCC1 | -9 | -0.6 | -13 | 2 | 0.45 | -3 | -0.2 | 0.034 | 92
O=C1NC(Nc2ccccn2)(C(F)(F)F)C(=O)N1c1ccc(F)cc1 (centres undefined) | 0 | -0.7 | -26 | 20 | 0.3 | -2 | 0.6 | 0.33 | 82
COc1ccc(/C(O)=C2/C(=O)C(=O)N(CCN(C)C)C2c2ccc(F)cc2)cc1Cl (centres undefined) | -13 | -0.6 | -4 | 16 | -0.22 | -8 | 0.4 | 0.26 | 127
NC(=O)NC(=O)Nc1ccccc1Cl | -8 | 0.0 | -3 | 15 | -0.55 | -7 | -0.1 | -0.33 | 116
O=c1c2ccccc2nc2n1CCN2 | -4 | -0.6 | x | 2 | 1.3 | -1 | -0.4 | -0.23 | 91
Cc1cc(C)n2nc(C(=O)Oc3ccc4c(c3)OCO4)nc2n1 | -5 | x | x | 17 | -0.083 | x | 0.3 | 0.74 | x
CCNC(=O)CC1C(=O)N(c2ccc(F)cc2)C(=O)N1CCc1ccc(OC)cc1 (centres undefined) | -6 | x | x | 10 | 0.15 | x | -0.3 | -0.16 | 137
COc1ccc(S(=O)(=O)N(C)C2CCS(=O)(=O)C2)cc1OC (centres undefined) | 0 | -1.0 | x | 4 | -0.94 | 3 | -0.5 | 0.2 | 70
Cc1[nH]c(C)c(C(=O)O)c1CNC1CCCCC1C (centres undefined) | 0 | -0.6 | 11 | 17 | 0.49 | 2 | -1.1 | 0.092 | 102
Cc1cc(C(=O)Nc2c(C)nn(Cc3c(Cl)cccc3Cl)c2C)no1 | -10 | -1.3 | 21 | -22 | 0.018 | 24 | -2.2 | 0.4 | 90
c1ccc2c(c1)[nH]c1c(N3CCC4(CC3)OCCO4)ncnc12 | 22 | -6.9 | 14 | x | 1.4 | x | -0.7 | -1.3 | 62

Quoted at random: three entries already listed
SMILES | 5HT1E antag | S1P3 ag | S1P1 ag pot | HEK293 NFkB inh | M1 agonist | Jurkat tox 60K | 5HT1E ag | M1 antag | Her2 expr inh
O=c1c2ccccc2nc2n1CCN2 | -4 | -0.6 | x | 2 | 1.3 | -1 | -0.4 | -0.23 | 91
c1ccc2c(c1)[nH]c1c(N3CCC4(CC3)OCCO4)ncnc12 | 22 | -6.9 | 14 | x | 1.4 | x | -0.7 | -1.3 | 62
CCNC(=O)CC1C(=O)N(c2ccc(F)cc2)C(=O)N1CCc1ccc(OC)cc1 (centres undefined) | -6 | x | x | 10 | 0.15 | x | -0.3 | -0.16 | 137
